U2OS ROS induce = ROS inducers in U2OS cancer cells, primary screen, cell-based, H2DCF-DA fluorescence. U2OS ROS induction. ROS induction (% of piperlongumine), % at 10 µM. hit rate 2% among 46,000. AID 624156, 2012; in the data active = ROS induction above about 79%, passing the limit was not always enough; inconclusive = no clear call, values can overlap the other calls;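 also: 0% = DMSO vehicle median and 100% = reference compound median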
Starred values were filed as active, the others as inactive; ? = inconclusive. These rows are one share of the data; the hit share may differ from the screen's.

SMILES	U2OS ROS induce
Cc1noc(C)c1S(=O)(=O)N(C)C[C@H]1Oc2c(NS(C)(=O)=O)cccc2C(=O)N([C@@H](C)CO)C[C@H]1C	-10
C[C@@H]1CCCCO[C@@H](CN(C)C(=O)Cc2ccccc2)[C@@H](C)CN([C@H](C)CO)C(=O)c2cc(NC(=O)C3CCCCC3)ccc2O1	59
C[C@H](CO)N1C[C@H](C)[C@H](CN(C)C(=O)Nc2ccc3c(c2)OCO3)OCc2cnnn2CCCC1=O	11
C[C@@H]1CN([C@@H](C)CO)C(=O)CCCn2nncc2CO[C@@H]1CN(C)S(=O)(=O)c1cn(C)cn1	-2
Cc1onc(-c2ccccc2)c1C(=O)NCC1COc2ccccc2O1 (stereo unspecified)	-13
O=C(Oc1ccc(Br)cc1)c1ccco1	-1
COc1ccc(NC(=O)Nc2ccc3c(c2)CC(=O)N([C@@H](C)CO)C[C@@H](C)[C@@H](CN(C)CC2CCCCC2)O3)cc1	11
C[C@@H]1CCCCO[C@H](CN(C)S(=O)(=O)c2cccs2)[C@@H](C)CN([C@H](C)CO)C(=O)c2cc(NC(=O)Nc3ccc(F)cc3)ccc2O1	7
O=C(Nc1csc(Cc2c(Cl)cccc2Cl)n1)NN1CCOCC1	7
CNC[C@H]1Oc2ccc(NC(=O)Nc3ccc(F)cc3)cc2CC(=O)N([C@@H](C)CO)C[C@H]1C	-7
CCN(C(=O)c1cc2c(s1)-c1ccccc1SC2)c1ccccc1	36
O=C1c2ccccc2C(=O)N1CCC12CC3CC(CC(C3)C1)C2	26
COc1ccc(NC(=O)N(C)C[C@@H]2Oc3ncc(-c4ccc(F)cc4)cc3C(=O)N([C@H](C)CO)C[C@@H]2C)cc1	12
C[C@@H]1CN([C@H](C)CO)C(=O)Cc2cc(NS(=O)(=O)c3ccccc3)ccc2O[C@@H]1CN(C)C(=O)NC1CCCCC1	-2
CC(C)NC(=O)N(C)C[C@H]1Oc2ccc(NC(=O)Nc3ccc(F)cc3)cc2C(=O)N([C@@H](C)CO)C[C@H]1C	4
COc1ccc(CN(C)C[C@@H]2OCCCC[C@@H](C)Oc3ccc(NC(=O)c4ccncc4)cc3C(=O)N([C@H](C)CO)C[C@@H]2C)cc1	12
O=c1c(Cl)c(N2CCN(c3ccccc3)CC2)cnn1-c1ccccc1	-4
CCc1c(O)nc2ccccn2c1=O	0
C[C@H]1CN([C@@H](C)CO)C(=O)CCCn2nncc2CO[C@@H]1CN(C)C(=O)Nc1ccnc(N2CCOCC2)c1	36
Cc1ccc(NC(=O)CCn2nc(-c3ccccc3)c3ccccc3c2=O)cc1	?

Some of the entries so far, as comma-separated lines.
SMILES,U2OS ROS induce
COc1ccc(NC(=O)Nc2ccc3c(c2)CC(=O)N([C@@H](C)CO)C[C@@H](C)[C@@H](CN(C)CC2CCCCC2)O3)cc1,11
C[C@@H]1CCCCO[C@H](CN(C)S(=O)(=O)c2cccs2)[C@@H](C)CN([C@H](C)CO)C(=O)c2cc(NC(=O)Nc3ccc(F)cc3)ccc2O1,7
O=C(Nc1csc(Cc2c(Cl)cccc2Cl)n1)NN1CCOCC1,7

Further results follow.
SMILES	U2OS ROS induce
COc1ccc(C(=O)CC(C#Cc2ccccc2)CC(=O)c2ccc(OC)cc2)cc1	11
CC(C)NC(=O)N(C)C[C@@H]1Oc2ccc(NC(=O)Nc3ccc4c(c3)OCO4)cc2C(=O)N([C@H](C)CO)C[C@@H]1C	-2
C[C@H]1CN([C@@H](C)CO)C(=O)Cc2cc(NC(=O)Cc3ccccc3)ccc2O[C@@H]1CN(C)C(=O)Nc1ccc(C(F)(F)F)cc1	14
C[C@H](CO)N1C[C@H](C)[C@H](CN(C)C(=O)Nc2ccc(C(F)(F)F)cc2)Oc2c(NC(=O)c3nc4ccccc4s3)cccc2C1=O	11
CC(C)=CCc1c(O)cc2occ(-c3ccc(O)cc3O)c(=O)c2c1O	-10
C[C@@H]1CN([C@@H](C)CO)C(=O)CCCn2nncc2CO[C@@H]1CN(C)C(=O)NC1CCCC1	10
c1ccc2oc(CCCc3nc4ccccc4o3)nc2c1	24
NC(=O)c1cc2ccccc2oc1=O	-7
C[C@@H]1CN([C@@H](C)CO)C(=O)Cc2cc(NC(=O)Nc3ccc(C(F)(F)F)cc3)ccc2O[C@@H]1CN(C)C(=O)Nc1cccc2ccccc12	4
O=C1/C(=C/c2c[nH]c3ccccc23)CSc2ccccc21	48
CC(=O)N[C@H]1[C@H](O[C@H]2CC[C@@]3(C)C(CC[C@]4(C)C3CC=C3[C@@H]5CC(C)(C)CC[C@]5(C(=O)O)CC[C@]34C)C2(C)C)O[C@H](CO[C@@H]2OC[C@H](O)[C@H](O)[C@H]2O[C@@H]2OC[C@H](O)[C@H](O)[C@H]2O)[C@@H](O)[C@@H]1O (stereo partly specified)	-23
Cc1cc(C(=O)Nc2cccc3c2O[C@H](CN(C)S(=O)(=O)c2cccs2)[C@H](C)CN([C@H](C)CO)C3=O)n(C)n1	-9
COc1ccc(NC(=O)Nc2cccc3c2O[C@H](CN(C)S(C)(=O)=O)[C@@H](C)CN([C@@H](C)CO)C3=O)cc1	1
CCN(CC)CCCC(C)Nc1c2ccc(Cl)cc2nc2ccc(OC)cc12 (stereo unspecified)	9
CN(C)S(=O)(=O)c1ccc(C(=O)NCCC23CC4CC(CC(C4)C2)C3)cc1	2
O=C(N/N=C/c1ccc(O)c2ccccc12)c1ccccc1O	15
COc1ccc(S(=O)(=O)Nc2ccc3c(c2)C(=O)N([C@H](C)CO)C[C@@H](C)[C@H](CN(C)S(=O)(=O)c2ccc(OC)cc2)O3)cc1	10
C[C@@H]1CN([C@@H](C)CO)C(=O)c2cc(NC(=O)c3ccncc3)ccc2O[C@@H]1CN(C)Cc1ccc(C(F)(F)F)cc1	-10
CN(C)CCCNc1ncnc2c1sc1nc(N3CCOCC3)c3c(c12)CCC3	-29
C[C@H](CO)N1C[C@H](C)[C@@H](CN(C)S(=O)(=O)c2ccc(Cl)cc2)Oc2ccc(NS(=O)(=O)c3ccc(F)cc3)cc2C1=O	16
Cc1cc(C(=O)Nc2cccc3c2O[C@H](CN(C)C(=O)Nc2ccccc2)[C@@H](C)CN([C@H](C)CO)C3=O)n(C)n1	-14
C[C@@H]1CN([C@@H](C)CO)C(=O)c2cc(NC(=O)Cc3cn(C)c4ccccc34)ccc2O[C@@H]1CN(C)Cc1ccc(Oc2ccccc2)cc1	59
C[C@@H]1CN([C@H](C)CO)C(=O)Cc2cc(NC(=O)NC3CCCCC3)ccc2O[C@@H]1CN(C)C	-3
Cc1noc(C)c1NC(=O)N(C)C[C@@H]1Oc2c(NS(=O)(=O)c3c(C)noc3C)cccc2C(=O)N([C@@H](C)CO)C[C@@H]1C	-9
N#Cc1ccccc1CSc1nnc(Cc2cccc3ccccc23)n1-c1ccccc1	12
CC1CNCCN1S(=O)(=O)c1cccc2cnccc12 (stereo unspecified)	-1
CC(C)N1C(=O)CCC1C(=O)NCCc1ccc(Cl)cc1 (stereo unspecified)	-10
C[C@H](CO)N1C[C@H](C)[C@@H](CN(C)S(=O)(=O)c2ccc(F)cc2)Oc2c(NS(C)(=O)=O)cccc2C1=O	-3
COc1ccc2c(Sc3ccccc3)c(C(=O)N3CCCCC3)[nH]c2c1	-6
CC(Sc1ccc(Cl)cc1)C(=O)NCc1ccncc1 (stereo unspecified)	6
C[C@H](CO)N1C[C@H](C)[C@H](CN(C)S(=O)(=O)c2ccc(Cl)cc2)Oc2ccc(NC(=O)C3CCCCC3)cc2CC1=O	14
N#CCSc1nc2nccnc2c(=O)n1Cc1ccccc1Cl	7
CC(C)NC(=O)N(C)C[C@H]1Oc2ccc(NS(=O)(=O)c3ccc(F)cc3)cc2CC(=O)N([C@@H](C)CO)C[C@H]1C	1
CSc1ncc(Cl)c(C(=O)Nc2c(C(=O)Nc3ccccc3)oc3ccccc23)n1	-12
Cc1noc(C)c1NC(=O)Nc1ccc2c(c1)C(=O)N([C@H](C)CO)C[C@@H](C)[C@@H](CN(C)S(=O)(=O)c1ccccc1)O2	-4
C[C@H](CO)N1C[C@H](C)[C@H](CN(C)Cc2ccc3c(c2)OCO3)Oc2c(NC(=O)c3ccc(-c4nccs4)cc3)cccc2C1=O	13
C[C@@H]1CN([C@H](C)CO)C(=O)CCCn2nncc2CO[C@@H]1CN(C)Cc1ccc(-c2ccccc2)cc1	-6
CCOC(=O)c1c(-c2ccccc2)oc2ccc(N(C(C)=O)S(=O)(=O)c3ccc(OC)cc3)cc12	55
C[C@H]1CN([C@@H](C)CO)C(=O)Cc2cc(NS(=O)(=O)c3cccs3)ccc2O[C@H]1CN(C)S(C)(=O)=O	15
C[C@@H]1CN([C@H](C)CO)C(=O)c2cccc(NS(=O)(=O)c3ccccc3)c2O[C@@H]1CN(C)C(=O)NC1CCCCC1	-4
C[C@@H]1CN([C@@H](C)CO)C(=O)c2cccc(NC(=O)C3CCOCC3)c2O[C@@H]1CN(C)C(=O)Nc1cccc2ccccc12	-4
COc1ccc(S(=O)(=O)Nc2ccc3c(c2)CC(=O)N([C@@H](C)CO)C[C@H](C)[C@H](CN(C)C(=O)Nc2ccc4c(c2)OCO4)O3)cc1	-8
O=C(O)c1cc(=O)c2c(O)cccc2o1	6
C[C@H](CO)N1C[C@H](C)[C@@H](CN(C)C(=O)Nc2ccc(C(F)(F)F)cc2)Oc2c(NC(=O)Nc3ccccc3)cccc2C1=O	-7
C[C@@H]1CCCCO[C@@H](CN(C)C(=O)Nc2ccccc2)[C@@H](C)CN([C@H](C)CO)C(=O)c2cc(NC(=O)C3CCCCC3)ccc2O1	49
O=C(O)CCC(=O)N1N=C(c2c(-c3ccccc3)c3cc(Cl)ccc3[nH]c2=O)CC1c1ccccn1 (stereo unspecified)	-4
CN(C)c1cnn(-c2cnc3ccccc3n2)c(=O)c1Cl	-16
CCC1(CC)Cc2ccccc2C(Nc2c(C)n(C)n(-c3ccccc3)c2=O)=N1	-3
O=C(NCc1ccco1)c1ccc(-n2c(=S)[nH]c3ccccc3c2=O)cc1	3
CCOC(=O)c1ccc(NC(=O)CSc2nc3cc4ccccc4cc3[nH]2)cc1	28
COc1ccc(CN(C)C[C@@H]2Oc3ccc(NC(=O)Cc4cn(C)c5ccccc45)cc3C(=O)N([C@@H](C)CO)C[C@@H]2C)cc1	72
CC(=O)N=c1sc(S(N)(=O)=O)nn1C	-1
CCCc1cc(=O)[nH]c(Nc2nc(C)c3ccc(OC)cc3n2)n1	57
C[C@@H]1CN([C@@H](C)CO)C(=O)Cc2cc(NC(=O)c3ccncc3)ccc2O[C@@H]1CN(C)Cc1ccc(Cl)c(Cl)c1	13
Cc1c(C)c(C)c2[nH]c(SCc3nc(-c4ccc(Cl)cc4)no3)nc2c1C	4
Cc1nnc(SCC(=O)Nc2ccc(C#N)cc2)s1	-3
C[C@@H]1CCCCO[C@H](CN(C)C(=O)CCC(F)(F)F)[C@@H](C)CN([C@H](C)CO)C(=O)c2cc(NC(=O)CCC(F)(F)F)ccc2O1	31
C[C@H]1CN([C@@H](C)CO)C(=O)Cc2cc(N(C)C)ccc2O[C@@H]1CN(C)S(=O)(=O)c1cccs1	43
COc1ccc(CN(C)C[C@@H]2Oc3ccc(NC(=O)C4CC4)cc3C(=O)N([C@@H](C)CO)C[C@@H]2C)cc1	7
Cc1noc(C)c1NC(=O)Nc1cccc2c1O[C@H](CN(C)Cc1ccccc1)[C@H](C)CN([C@H](C)CO)C2=O	-10

The final four entries of the part before open the next one.
SMILES	U2OS ROS induce
C[C@@H]1CCCCO[C@H](CN(C)C(=O)CCC(F)(F)F)[C@@H](C)CN([C@H](C)CO)C(=O)c2cc(NC(=O)CCC(F)(F)F)ccc2O1	31
C[C@H]1CN([C@@H](C)CO)C(=O)Cc2cc(N(C)C)ccc2O[C@@H]1CN(C)S(=O)(=O)c1cccs1	43
COc1ccc(CN(C)C[C@@H]2Oc3ccc(NC(=O)C4CC4)cc3C(=O)N([C@@H](C)CO)C[C@@H]2C)cc1	7
Cc1noc(C)c1NC(=O)Nc1cccc2c1O[C@H](CN(C)Cc1ccccc1)[C@H](C)CN([C@H](C)CO)C2=O	-10
Cc1ccc(CN(CC(N)=O)S(=O)(=O)c2ccc(Cl)cc2)cc1	3
O=C(CC1NC(=O)NC1=O)Nc1cccc2ccccc12 (stereo unspecified)	-4
C[C@H](CO)N1C[C@H](C)[C@H](CN(C)CC2CC2)Oc2ccc(NS(=O)(=O)c3ccc(Cl)cc3)cc2CC1=O	8
CC1CC(C)N(C(=O)c2cc(-c3ccc(F)cc3)no2)C(C)C1 (stereo unspecified)	-7
Cc1cccc(OCCCn2c(CO)nc3ccccc32)c1	-5
C[C@@H]1CCCCO[C@@H](CN(C)S(=O)(=O)c2ccc(F)cc2)[C@@H](C)CN([C@H](C)CO)C(=O)c2cc(NS(=O)(=O)c3ccc(F)cc3)ccc2O1	69
COc1c(O[C@@H]2O[C@H](C(=O)O)[C@@H](O)[C@H](O)[C@H]2O)cc2oc(-c3ccccc3)cc(=O)c2c1O	-4
Cc1ccc2c(cnn2C(=O)CCCC(=O)NC2CCCC(C)C2C)c1 (stereo unspecified)	1
Cc1noc(C)c1S(=O)(=O)Nc1ccc2c(c1)C(=O)N([C@H](C)CO)C[C@H](C)[C@@H](CN(C)S(=O)(=O)c1c(C)noc1C)OCCCC[C@@H](C)O2	7
CCc1ccc(N(C)S(=O)(=O)c2ccc3[nH]cc(C(=O)N4CCCCCC4)c(=O)c3c2)cc1	6
O=C(O)CC(NC(=O)C(c1ccccc1)c1ccccc1)c1ccco1 (stereo unspecified)	7
COc1ccc(OC)c(C(=O)CSc2nnc(-c3ccccn3)n2-c2ccc(C)cc2)c1	2
CNC[C@H]1Oc2ccc(NS(=O)(=O)c3ccc(C)cc3)cc2C(=O)N([C@@H](C)CO)C[C@@H]1C	-6

Screens (PubChem)
